Bioassay records deposited in PubChem BioAssay by Vanderbilt High Throughput Screening Facility.
GluA2 TARP mod – GluA2-stargazin AMPA receptor complex modulation | 40,000 tested, 3.5% active | calls only at 30 µM | HEK293 GluA2+stargazin, membrane potential dye (FDSS), glutamate EC50; hits were called plate by plate, in both directions | O88602+P19491;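 active = any of four per-well response measures lying three or more SD from its plate-wide compound average, in either direction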
GluA2 TARP mod agonism max-min – recorded beside GluA2 TARP mod, whose call it bears; compound max-min signal; compound-alone response (agonism);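 unitless range of fluorescence divided by baseline over first 100 seconds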
GluA2 TARP mod glutamate slope – recorded beside GluA2 TARP mod, whose call it bears; glutamate slope, % of max; measured here: glutamate response slope, % max;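 scaled per plate between vehicle wells and maximal 1 mM glutamate control wells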
Numbers without * were called inactive; i = inactive; + = active, no number. Some of the compounds tested; the hit share may differ from the screen's.

Every second line gives: GluA2 TARP mod | GluA2 TARP mod agonism max-min | GluA2 TARP mod glutamate slope
> Cc1cc(NC(=O)c2ccc(=O)n(Cc3cccc(F)c3)n2)on1
  i | 0.077 | 51
> Cc1noc(C)c1CC(=O)Nc1nn(C)c2c1C(C)CC(=O)N2 (centres undefined)
  i | 0.1 | 38
> COc1ccc2cc(S(=O)(=O)N3CCCCC3)ccc2c1
  i | 0.096 | 66
> O=C(CCc1ccccc1)NC(=S)N1CCOCC1
  i | 0.079 | 25
> O=C(NCC(O)c1ccsc1)Nc1cccc(Cl)c1 (centres undefined)
  i | 0.19 | 46
> O=c1c2nc(N3CCOCC3)sc2c(-c2ccco2)nn1Cc1cccc(F)c1
  i | 0.045 | 53
> COc1ccc(-c2ccc(=O)n(CCNS(=O)(=O)c3ccc(OC(F)(F)F)cc3)n2)cc1
  i | 0.096 | 77
> COc1ccc(CCNC(=O)C(=O)Nc2cccc(C(F)(F)F)c2)cc1OC
  i | 0.13 | 54
> COc1ccc(CCNC(=O)Cn2nc(-c3ccco3)ccc2=O)cc1
  i | 0.098 | 52
> Cc1ccc(S(=O)(=O)NCC2CCN(Cc3ccco3)CC2)cc1C
  i | 0.094 | 52
> COc1ccc(NC(=O)CSc2c(C)cnc3c2c(=O)n(C)c(=O)n3C)cc1OC
  i | 0.079 | 59
> COc1ccc(CNC(=O)Cc2csc(Nc3cccc(Cl)c3)n2)cc1
  i | 0.16 | 78
> CC(=O)Nc1cccc(NC(=O)c2ccc(=O)n(Cc3ccccc3Cl)c2)c1
  i | 0.045 | 63
> COc1cc(NC(=O)CCc2sc(C)nc2-c2cccs2)c(OC)cc1Cl
  i | 0.1 | 49
> Cc1ccc(S(=O)(=O)c2c(C)nn(C(C)(C)C)c2OC(=O)c2cccc(C)c2)cc1
  i | 0.067 | 48
> COC(=O)N1CCc2ccc(NS(C)(=O)=O)cc2C1
  i | 0.052 | 70
> CCCCOCC(O)CN1CCN(C(=O)OCC)CC1 (centres undefined)
  i | 0.12 | 50
> Cc1cc(O)c(C(c2ccccc2[N+](=O)[O-])c2c(O)cc(C)n(C)c2=O)c(=O)n1C
  i | 0.047 | 39
> COCCCn1c(N)c(S(=O)(=O)c2ccc(OC)cc2)c2nc3ccccc3nc21
  i | 0.15 | 68
> COc1cccc(N2C(=O)N(Cc3ccc(C#N)cc3)c3ccccc3S2(=O)=O)c1
  i | 0.061 | 55
> O=C(NCCC(O)c1cccs1)C(=O)Nc1ccon1 (centres undefined)
  i | 0.14 | 51
> CN1C(=O)C(C)(C)COc2cc(NC(=O)c3ccno3)ccc21
  i | 0.11 | 58
> COC1CCN(S(=O)(=O)c2ccc(OC(F)(F)F)cc2)CC1
  i | 0.083 | 56
> O=C(COc1ccc(Cl)cc1)Nc1ccc(N2CCCC2=O)cc1
  i | 0.12 | 53
> COc1ccc(S(=O)(=O)CCC(=O)N(CCN(C)C)c2nc3c(C)ccc(Cl)c3s2)cc1
  i | 0.1 | 58
> Cc1ccc(S(=O)(=O)N(C)c2c(C)ccc(S(=O)(=O)NCCCC(=O)O)c2C)cc1
  i | 0.058 | 59
> CC(C)c1ccc(C(=O)Cn2nc(-c3ccco3)c3sc(N4CCCCC4)nc3c2=O)cc1
  i | 0.058 | 55
> Cc1cccc(C)c1NC(=O)Cn1c(=O)n(C(C)C)c(=O)c2nscc21
  + | 0.12* | 46*
> Cc1onc(-c2c(F)cccc2Cl)c1C(=O)Nc1cc(S(=O)(=O)N2CCCCC2)ccc1O
  i | 0.19 | 45
> CCOc1ccccc1NC(=O)Nc1ccc(CC(=O)N(C)C)cc1
  i | 0.079 | 43

Compounds shown so far with two or more sulfur atoms (3):
Every second line gives: GluA2 TARP mod | GluA2 TARP mod agonism max-min | GluA2 TARP mod glutamate slope
> COc1cc(NC(=O)CCc2sc(C)nc2-c2cccs2)c(OC)cc1Cl
  i | 0.1 | 49
> COc1ccc(S(=O)(=O)CCC(=O)N(CCN(C)C)c2nc3c(C)ccc(Cl)c3s2)cc1
  i | 0.1 | 58
> Cc1ccc(S(=O)(=O)N(C)c2c(C)ccc(S(=O)(=O)NCCCC(=O)O)c2C)cc1
  i | 0.058 | 59

The list continues:
Every second line gives: GluA2 TARP mod | GluA2 TARP mod agonism max-min | GluA2 TARP mod glutamate slope
> COc1ccc(OC)c(S(=O)(=O)Nc2ccc3c(c2)N(S(=O)(=O)c2cccs2)CCC3)c1
  + | 0.047* | 88*
> COc1ccc(N2CC(C)Cn3c2nc2c3c(=O)n(Cc3ccccc3)c(=O)n2C)c(OC)c1 (centres undefined)
  i | 0.059 | 60
> COc1ccccc1NC(=O)C(=O)NCC(c1ccc(C)cc1)N1CCOCC1 (centres undefined)
  i | 0.034 | 53
> Cc1cc(NC(=O)c2ccc(Br)cc2)ccc1N1CCCCC1=O
  i | 0.095 | 48
> Cc1cc(C)n(CCC(=O)N2CCN(S(=O)(=O)c3ccc(Cl)cc3)CC2)n1
  i | 0.091 | 55
> Cc1ccc(OCC(O)Cn2c(NCc3ccccc3)nc3c2c(=O)[nH]c(=O)n3C)cc1C (centres undefined)
  i | 0.074 | 70
> O=C(NCCc1ccccc1)C(=O)c1cn(CC(=O)N2CCOCC2)c2ccccc12
  + | 0.077* | 35*
> Cc1cc(C(=O)NCC(c2ccco2)N2CCOCC2)c(C)o1 (centres undefined)
  i | 0.11 | 50
> Cc1ccc(Oc2ccc(C(=O)Nc3ccc(Nc4cc(N5CCOCC5)nc(C)n4)cc3)cc2)nn1
  i | 0.07 | 61
> O=C(Nc1nc(-c2cccnc2)cs1)C1CCCN(c2ccc(-n3ccnc3)nn2)C1 (centres undefined)
  i | 0.04 | 61
> CCOc1ccc(-c2ccc(N3CCN(S(=O)(=O)c4ccc5c(c4)OCCO5)CC3)nn2)cc1
  i | 0.13 | 56
> COc1cccc(/C=C2\Oc3c(ccc4c3CN(C3CC3)CO4)C2=O)c1OC
  i | 0.042 | 38
> COc1ccc(C(=O)Nc2nnc(-c3ccc(C)cc3C)o2)cc1OC
  i | 0.21 | 65
> O=C(Cc1ccc(F)cc1)NCCn1ncc2c(N3CCN(c4ncccn4)CC3)ncnc21
  i | 0.035 | 69
> COc1ccc(N2CC(C)Cn3c2nc2c3c(=O)n(C)c(=O)n2C)c(OC)c1 (centres undefined)
  i | 0.057 | 59
> COc1ccc(Cl)cc1C(=O)Nc1cc(-c2ccco2)nn1-c1nc(C)cc(=O)[nH]1
  i | 0.14 | 74
> COc1ccc2c(=O)c(Oc3ccc(C(=O)Nc4cccc(C(C)=O)c4)cc3)c(C)oc2c1
  i | 0.094 | 48
> COc1ccc(-c2nnc(NC(=O)C(C)C)o2)c(OC)c1
  i | 0.076 | 52
> Cn1nc(-c2ccccc2)cc1C(=O)NCCOc1ccc2nnc(-c3ccccc3)n2n1
  i | 0.083 | 47
> CS(=O)(=O)c1ccc(CC(=O)Nc2nnc(-c3ccccc3Cl)o2)cc1
  i | 0.12 | 51
> COc1ccc(-c2noc(CN3C(=O)COc4cc(C(C)(C)C)ccc43)n2)cc1OC
  i | 0.073 | 64
> COc1cc(OC)cc(C(=O)NCC(c2cccc3ccccc23)N2CCOCC2)c1 (centres undefined)
  i | 0.041 | 55
> O=C1CCC(C(=O)Nc2nc(CC(=O)N3CCCc4ccccc43)cs2)N1 (centres undefined)
  i | 0.053 | 42
> OC(COc1cccc2ccccc12)CN1CCCCCC1 (centres undefined)
  i | 0.092 | 58
> CCOc1ccc(-c2cc(=O)n(CCCC(=O)Nc3cccc(SC)c3)cn2)cc1
  i | 0.1 | 48
> O=C(Nc1ccc(F)c(F)c1F)C1CN(C(=O)c2cnccn2)C1
  i | 0.063 | 63
> CCNC(=O)CCn1cnc2c(cnn2C(C)(C)C)c1=O
  i | 0.09 | 62
> CCCCOc1ccc(-c2cc3c(=O)n(Cc4nc(-c5ccccc5C)no4)ccn3n2)cc1
  i | 0.13 | 53
> O=C(NCc1ccco1)C1COCC(=O)N1Cc1ccccc1 (centres undefined)
  i | 0.064 | 63
> Cc1ccc(S(=O)(=O)Nc2nc(CCC(=O)NCc3cccs3)cs2)cc1
  i | 0.091 | 55
> COc1cccc(OCC(=O)Nc2ccc(CC(=O)NC3CC3)cc2)c1
  i | 0.084 | 45
> Cn1nc(NC(=O)c2cccs2)c2c1NC(=O)CC2c1ccco1 (centres undefined)
  i | 0.11 | 67
> CSc1nn(CC(=O)Nc2cccc(Cl)c2)c(N)c1S(=O)(=O)c1ccccc1
  + | 0.16* | 1.6*
> O=C(Nc1ccc(CC(=O)N2CCC(O)CC2)cc1)c1ccc(Cl)s1
  i | 0.049 | 31
> N=c1ccccn1CC(O)COc1ccccc1 (centres undefined)
  i | 0.066 | 69
> COC(=O)c1ccc2c(=O)n(CCC(=O)NCC(C)C)c(=S)[nH]c2c1
  i | 0.13 | 62
> Cc1ccc2nc3c(cc(C(=O)Nc4ccc(Cl)cc4)n3C)c(=O)n2c1
  i | 0.12 | 58
> COc1ccc(S(=O)(=O)Nc2ccc3c(c2)CC(=O)N3)c(OC)c1
  i | 0.089 | 61
> COc1ccc(Cl)cc1NC(=O)CSc1nnc(CCn2ccc(=O)[nH]c2=O)o1
  i | 0.038 | 63
> CCS(=O)(=O)c1ccc(C(=O)N(CCN2CCOCC2)c2nc3c(Cl)cccc3s2)cc1
  i | 0.074 | 61

The closing two compounds of the part before are carried over, then new ones follow.
Every second line gives: GluA2 TARP mod | GluA2 TARP mod agonism max-min | GluA2 TARP mod glutamate slope
> COc1ccc(Cl)cc1NC(=O)CSc1nnc(CCn2ccc(=O)[nH]c2=O)o1
  i | 0.038 | 63
> CCS(=O)(=O)c1ccc(C(=O)N(CCN2CCOCC2)c2nc3c(Cl)cccc3s2)cc1
  i | 0.074 | 61
> COc1ccc(NC(=O)c2ccc(=O)n(CC(=O)Nc3ccc(OC)c(OC)c3)n2)cc1
  i | 0.036 | 46
> CNc1oc(-c2ccc(S(=O)(=O)N3CCC(C)CC3)cc2)nc1C#N
  i | 0.14 | 57
> Cc1cc(C)c(S(=O)(=O)N2CCC(Cc3ccccc3)CC2)c(C)c1
  i | 0.1 | 77
> Cc1ccc2nc3c(cc(C(=O)NCc4ccccc4)n3C)c(=O)n2c1
  i | 0.16 | 60
> CCCN1C(=O)NC2(CCN(S(=O)(=O)c3ccc(-c4ccccc4)cc3)CC2)C1=O
  i | 0.051 | 24
> Cc1ccc(S(=O)(=O)N(C)CC(=O)Nc2ccccc2)cc1
  i | 0.096 | 62
> CCOc1ccc(CC(=O)Nc2ccccc2-c2nc3ccccc3s2)cc1
  i | 0.096 | 63
> CCOC(=O)c1c(SCC(=O)NCCc2ccccc2)nc(=O)[nH]c1C
  i | 0.043 | 47
> O=C(c1cc(C2CC2)on1)N1CCN(c2ccccc2O)CC1
  i | 0.15 | 52
> O=C(NC1CCCCCC1)c1ccco1
  i | 0.031 | 45

Pulled one by one from the entries so far (four):
Every second line gives: GluA2 TARP mod | GluA2 TARP mod agonism max-min | GluA2 TARP mod glutamate slope
> COc1ccc(NC(=O)c2ccc(=O)n(CC(=O)Nc3ccc(OC)c(OC)c3)n2)cc1
  i | 0.036 | 46
> O=C(NC1CCCCCC1)c1ccco1
  i | 0.031 | 45
> Cc1cc(C)c(S(=O)(=O)N2CCC(Cc3ccccc3)CC2)c(C)c1
  i | 0.1 | 77
> Cc1ccc(S(=O)(=O)N(C)CC(=O)Nc2ccccc2)cc1
  i | 0.096 | 62

Additional records:
Every second line gives: GluA2 TARP mod | GluA2 TARP mod agonism max-min | GluA2 TARP mod glutamate slope
> COCCNC(=O)Cn1nc2c(c1NC(=O)/C=C\c1ccc3c(c1)OCO3)CSC2
  i | 0.076 | 66
> COc1cc(-c2nnc(NC(=O)CCc3ccccc3)o2)cc(OC)c1OC
  i | 0.11 | 60
> CC(C)(C)NC(=O)NC12CC3CC(CC(C3)C1)C2
  i | 0.073 | 45
> COC(=O)Cn1c(=O)c2c(nc3n(-c4ccc(C)c(C)c4)c(C)c(C)n23)n(C)c1=O
  i | 0.12 | 70
> O=C(Cn1nc2c(c1NC(=O)c1ccccc1F)CSC2)NCC1CCCO1 (centres undefined)
  i | 0.1 | 60
> O=C(NCC(c1ccco1)N1CCN(c2ccc(F)cc2)CC1)c1cnccn1 (centres undefined)
  i | 0.071 | 59
> COc1ccc(N2CCN(C(=O)c3cc(OC)c(OC)c(OC)c3)CC2)nn1
  i | 0.045 | 44
> COc1ccc(N2C(=O)C3C4C=CC(CO)(O4)C3C2=O)c([N+](=O)[O-])c1 (centres undefined)
  i | 0.073 | 38
> Cc1onc(-c2ccccc2Cl)c1C(=O)N1CCN(C(=O)c2cnn3ccccc23)CC1
  i | 0.094 | 52
> O=C(c1cc(=O)c2ccccc2o1)N(C(=O)N1CCCCC1)c1ccc(Cl)cc1
  + | 0.062* | 50*
> CC(C)Cc1cnc2c(c1SCC(=O)NCc1ccccc1)c(=O)n(C)c(=O)n2C
  i | 0.047 | 47
> Cc1c(Cl)cccc1S(=O)(=O)N1CCCN(CCn2cccn2)CC1
  i | 0.092 | 90
> O=c1c(-c2ccccc2)coc2cc(OCc3ccc(F)cc3)ccc12
  i | 0.11 | 61
> Cc1ccc(Nc2nc(C)c([N+](=O)[O-])c(N3CCOCC3)n2)c(C)c1
  i | 0.096 | 61
> CCOc1ccc(/C=C/C(=O)Nc2cc(C)ccc2OC)cc1OC
  i | 0.063 | 57
> O=C(NCC(O)(c1ccccc1)C(F)(F)F)c1c(F)cccc1F (centres undefined)
  i | 0.1 | 57
> Cc1ccc(-n2nnc(C(=O)NC(C)C)c2-c2ccco2)cc1
  i | 0.14 | 45
> COc1ccc(-c2c3c(nc4sc(C(=O)N5CCOCC5)c(N)c24)CC(C)(C)CC3=O)cc1
  i | 0.092 | 61
> Cc1ccc(S(=O)(=O)NCCCC(=O)NCc2ccco2)cc1
  i | 0.11 | 58
